Screens: PubChem, Icahn School of Medicine at Mount Sinai
ROC1-CUL1 inh = inhibitors of human ROC1-CUL1 ubiquitin ligase activity; hit rate 0.6% among 140,000; E3 ubiquitin-protein ligase RBX1 (Homo sapiens) + Cullin-1 (Homo sapiens), P62877+Q13616; inhibition, % at 10 µM; in vitro K48 di-Ub FRET, acceptor:donor ratio, 45 min; in the data active = inhibition above about 25%
Target sequence (P62877 whole entry, looked up): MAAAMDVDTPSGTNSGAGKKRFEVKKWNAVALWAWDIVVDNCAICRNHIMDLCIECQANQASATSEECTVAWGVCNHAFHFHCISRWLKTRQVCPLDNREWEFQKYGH
Target sequence (Q13616 whole entry, looked up): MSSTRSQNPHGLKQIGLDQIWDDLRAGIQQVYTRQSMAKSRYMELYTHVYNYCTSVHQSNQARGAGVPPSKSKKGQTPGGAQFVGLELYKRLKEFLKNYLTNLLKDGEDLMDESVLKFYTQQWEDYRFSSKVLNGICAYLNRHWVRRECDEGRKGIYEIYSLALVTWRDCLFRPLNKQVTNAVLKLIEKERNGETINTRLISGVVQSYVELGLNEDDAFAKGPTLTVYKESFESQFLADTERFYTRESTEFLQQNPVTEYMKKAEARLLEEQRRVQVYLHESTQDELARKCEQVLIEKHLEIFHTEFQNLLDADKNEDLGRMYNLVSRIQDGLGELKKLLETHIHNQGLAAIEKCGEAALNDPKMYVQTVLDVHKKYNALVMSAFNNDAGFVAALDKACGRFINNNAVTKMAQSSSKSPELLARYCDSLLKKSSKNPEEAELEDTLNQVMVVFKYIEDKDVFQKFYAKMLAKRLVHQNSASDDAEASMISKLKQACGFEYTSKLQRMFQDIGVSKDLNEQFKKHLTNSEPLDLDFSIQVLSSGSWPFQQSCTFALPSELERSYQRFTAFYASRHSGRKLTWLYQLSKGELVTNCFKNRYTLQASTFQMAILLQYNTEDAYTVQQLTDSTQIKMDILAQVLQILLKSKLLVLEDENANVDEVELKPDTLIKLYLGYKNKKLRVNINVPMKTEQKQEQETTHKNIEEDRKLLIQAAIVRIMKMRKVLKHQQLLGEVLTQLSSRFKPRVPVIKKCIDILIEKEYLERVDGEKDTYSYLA
* = called active by the depositor.

No.	SMILES	ROC1-CUL1 inh
1	Cc1nc(N2CCCC(NCc3ccc(F)cc3F)CC2)nc2ccc(F)cc12 (configuration not stated)	5.8
2	CCNS(=O)(=O)Cc1ccc(Cl)cc1	-8.3
3	CC(C)c1ccc(S(=O)(=O)NCc2ccc3c(c2)OCO3)cc1	0.4
4	COc1ccccc1CCNC(=O)CCc1c(C)c2cc3c(C)coc3c(C)c2oc1=O	2.1
5	Cc1ccc(S(=O)(=O)C(CNC(=O)COc2ccccc2)c2cccs2)cc1 (configuration not stated)	-2.2
6	COc1ccc(-c2oc3ncn4nc(-c5ccccc5C)nc4c3c2-c2ccc(OC)cc2)cc1	0.8
7	COc1ccc(C(=O)N/N=C/C(=O)c2ccccc2)cc1	2.7
8	Cc1cccc2nc3ccccc3cc12	8.9
9	CO[C@H]1[C@H](NC(=O)c2cccs2)c2ccccc2C12CCN(CC#Cc1ccccc1)CC2	-0.6
10	NC(=O)C1CCN(C(=O)c2ccc3c(c2)N(Cc2cccc(Cl)c2)C(=O)c2ccccc2S3=O)CC1 (configuration not stated)	13.4
11	CCc1ccc2c(c1)Sc1ccccc1CC2N1CCN(C)CC1 (configuration not stated)	-3.5
12	CCOC(=O)c1cnc(SCc2nc(N)nc(Nc3ccc(F)cc3)n2)nc1N	2.6
13	CCCn1ncc(-c2ccnc(NCc3ccccc3-n3ccnc3)n2)c1C	3.7
14	CCCN1CCC(NC(=O)COc2ccccc2)CC1	2.9
15	COc1ccccc1N1CCN(C(=O)C(C)Oc2ccc(Cl)cc2Cl)CC1 (configuration not stated)	-2.5
16	COc1cccc(C(=O)Nc2ccc(C(=O)OCc3cc(=O)n4nc(C5CC5)sc4n3)cc2)c1	4.2
17	CCOc1ccc(S(=O)(=O)N2CCSC2c2ccc3c4c(cccc24)CC3)cc1 (configuration not stated)	-2.0
18	COC(=O)c1sc(S(=O)(=O)N2CCN(c3ccc(OC)cc3)CC2)c(C(=O)OC)c1C	0.8
19	O=C1CN(C(=O)c2ccc3oc(Cc4ccc(Cl)cc4)nc3c2)CCN1	-0.2
20	Cc1ccc(Sc2c(C)nn(S(=O)(=O)c3c(C)cc(C)cc3C)c2C)cc1	3.9
21	CCSc1cc(N2CCCC2)nc(-c2ccc(F)cc2)n1	0.1
22	O=C(CN1CCOCC1)Nc1ccc(F)cc1	-2.3
23	COc1cc2c(cc1NC(=O)COc1ccc(Br)c(C)c1)oc1ccccc12	-7.6
24	CN(CCC1CCOCC1)C(=O)c1ccc2oc(Cc3ccccc3)nc2c1	4.5
25	OC(COc1cccc(CNC2CCCC2)c1)CN1CCCCCC1 (configuration not stated)	-2.1

The results go on.
No.	SMILES	ROC1-CUL1 inh
26	O=C1COc2ccc(Cl)cc2N1Cc1ccccc1Cl	9.7
27	CCn1cnc2c(=O)oc3ccc(S(=O)(=O)Nc4ccc(OC)cc4)cc3c21	-1.8
28	N#CC/C=C1/c2ccccc2CSc2ccccc21	1.5
29	CC(C)CCNC(=O)c1cccc(NS(C)(=O)=O)c1	3.6
30	Cc1ccc(C)c(Cn2c(=O)n(C(C)C)c(=O)c3oc4ccccc4c32)c1	2.6
31	Cc1ccc(-c2nsc(-c3ccc(C)cc3)n2)cc1	7.3
32	CCSc1nnc(NC(=O)CSC2=N/C(=C/c3cc(OC)c(OC)c(OC)c3)C(=O)N2c2ccccc2)s1	-6.6
33	Cc1csc(NC(=O)c2cccc(Cl)c2)n1	7.1
34	CCN1CCN(S(=O)(=O)Cc2ccccc2F)CC1	9.1
35	COc1cc(/C=C2\SC(=Nc3ccc(C)cc3)N(c3ccc(C)cc3)C2=O)ccc1O	2.3
36	Cc1ccc(C(=O)N2CCN(S(=O)(=O)c3ccc(F)cc3)CC2)cc1C	7.7
37	Cc1cccc(C)c1NC(=O)CN1C(=O)S/C(=C/c2ccc(Sc3nc4ccccc4[nH]3)o2)C1=O	-5.7
38	O=C(COCc1cc(-c2ccc3c(c2)OCO3)on1)N1CCN(c2cccc(C(F)(F)F)c2)CC1	8.4
39	O=C(OC1CCc2ccccc2C1OC(=O)c1ccccc1)c1ccccc1 (configuration not stated)	4.2
40	OC(COCC12CC3CC(CC(C3)C1)C2)CN1CCCCC1 (configuration not stated)	1.4
41	COc1ccc(C(=O)NC(=S)Nc2ccc(OC)cc2OC)cc1	3.3
42	CCCCOc1ccc(CNC(=O)c2cccc(NC(=O)N3CCSc4ncccc43)c2)cc1	-7.1
43	CCCC(=O)N1CCN(c2ccc(Cl)cc2NC(=O)C(C)C)CC1	-3.9
44	CC(=O)OCc1c(C)cc(C)c(COC(C)=O)c1OC(C)=O	12.4
45	Cc1cc(N=Cc2ccccc2O)n[nH]1	-1.5
46	CCOC(=O)C1(CCOC)CCCN(Cc2ccc3c(c2)CCO3)C1 (configuration not stated)	-0.6
47	O=C(Cn1cccn1)N1CCC2(CCCN(Cc3cccc(F)c3F)C2=O)C1 (configuration not stated)	-2.9
48	CSc1nc2sc3c(c2c(=O)[nH]1)CCc1ccccc1-3	-7.1
49	Cc1ccc(NC(=NC2CCCC2)C(=NC2CCCC2)Nc2ccc(C)cc2)cc1	-5.7
50	CCCCNC(=O)c1nc(C)c(C)nc1C(=O)Nc1ccc(Cl)cc1	8.6

(listing goes on)
No.	SMILES	ROC1-CUL1 inh
51	CN(C(=O)c1ccccc1N1CCOCC1)C1CCCN(Cc2ccccc2F)C1 (configuration not stated)	11.7
52	CC(C(=O)Nc1ccccc1C(=O)N1CCOCC1)N(c1ccccc1)S(C)(=O)=O (configuration not stated)	1.1
53	Cc1cccc(N2CCN(C(=O)N3CCOCC3)CC2)c1C	4.5
54	CCOc1cc(/C=C2/C(=O)N(c3cccc(C(F)(F)F)c3)N=C2C)ccc1OCc1ccccc1	8.2
55	COC(=O)C1=C(C)N=C2SC(C#N)C(=N)N2C1c1ccc(OC)cc1 (configuration not stated)	3.3
56	CCOC(=O)C1=NN(c2ccc(C)cc2)C2(S1)SC(c1ccc(Cl)cc1)(c1ccc(Cl)cc1)c1ccccc12 (configuration not stated)	-7.3
57	O=S(=O)(N=C(Nc1ccccc1F)c1ccccc1)c1ccccc1	3.8
58	NS(=O)(=O)c1ccc(N2C(=O)c3cccnc3C2=O)cc1	1.6
59	COc1ccc(C(=O)c2oc3ccccc3c2NC(=O)COc2ccc(C)cc2)cc1	-3.5
60	Cc1cc(C)c(N2C(=O)C3C4c5ccccc5C(C(C)O)(c5ccccc54)C3C2=O)c(C)c1 (configuration not stated)	3.1
61	Cn1c(SCc2cccc(C(F)(F)F)c2)cc(=O)n(C)c1=O	1.7
62	Cc1cc(C)nc(SCCC(=O)Nc2ccc(F)cc2)n1	2.1
63	Cn1c(SC/C=C/c2ccccc2)nnc1-c1cnccn1	11.1
64	CCOc1ccc(NC(=O)Nc2cc3c(cc2N2CCCCC2)n(C)c(=O)n3C)cc1	-7.1
65	COc1cccc(OCc2nc(C(=O)N(C)Cc3nc4ccccc4[nH]3)co2)c1	-13.2
66	O=S(=O)(N1CCCCC1)N1CCc2[nH]nc(CCc3ccccc3)c2C1	2.1
67	CN(C)c1ccc(NC(=O)CC(NCc2cccnc2)C(=O)O)cc1 (configuration not stated)	5.3
68	Cc1nn(S(=O)(=O)N2CCCC2)c(C)c1C	-4.0
69	Cc1cccc(N2NC(=O)/C(=C/c3ccccc3)C2=O)c1	-8.7
70	Cc1ccc(Cn2nc3n(c2=O)-c2cc(Cl)ccc2OC3)cc1	-10.3
71	Cn1c(SCc2ccc(C(=O)NCCCO)cc2)nc2sc3c(c2c1=O)CCCC3	4.2
72	NC(=O)c1sc2nnc(-c3ccco3)c(-c3ccco3)c2c1N	-6.9
73	N#CC1C(=N)Oc2n[nH]c(-c3ccc(Cl)c(Cl)c3)c2C1c1cccc2ccccc12 (configuration not stated)	-4.5
74	C=CCNC(=O)CSc1nc2sc3c(c2c(=O)[nH]1)CCCC3	6.4
75	Cc1ccc(C(=O)Nc2scc(-c3ccccc3)c2C(=O)O)cc1	2.4

Further results follow:
No.	SMILES	ROC1-CUL1 inh
76	CCn1cc(C(=O)NCc2ccccc2)c(=O)c2cc(S(=O)(=O)N3CCCCC3)ccc21	-7.1
77	Cc1nc2sc3c(c2c(=O)n1NC(=O)c1nn(C)cc1Br)CCCC3	-8.4
78	CCCCC(CC)C(=O)Nc1ccc(N2CCOCC2)c2nonc12 (configuration not stated)	-11.8
79	COc1ccc(OC)c(C2CC(=O)N(c3cccc(C)c3)C3=C2C(=O)OC3)c1 (configuration not stated)	-10.5
80	O=C(O)COc1ccccc1/C=N/NC(=O)c1cc(-c2cccs2)[nH]n1	-0.1
81	COc1cccc(NC(=S)NNC(=O)C(C)n2nc(C)c([N+](=O)[O-])c2C)c1 (configuration not stated)	-5.2
82	COc1ccc(N2CCN(C(=O)c3sc(C)nc3C)CC2)cc1	4.5
83	Cn1c(SCc2nc(-c3ccc(Cl)cc3)no2)nnc1-c1cccs1	-1.7
84	COc1ccccc1/C=C/C(=O)C1C=C(Br)C=C(Br)C(=O)C1=O (configuration not stated)	27.6*
85	OCC1(CO)CCc2cccnc21	2.3
86	COc1ccccc1C1C2=C(CCCC2=O)OC2=C1C(=O)CCC2	2.7
87	CC(C)(C)OC(=O)N1CCC(c2c(C(=O)NCc3cccc(Cl)c3)cnn2-c2ccc(F)cc2)CC1	1.9
88	CCn1c(CSCc2ccccc2)nnc1SCC(=O)Nc1ccc(C(=O)OC)cc1	6.1
89	CCOc1ccc(-n2nc3ccc(NC(=O)COc4ccc(OC)cc4)cc3n2)cc1	-4.7
90	CCC(NC(=O)c1cc(Cl)ccc1OC1CCN(C(C)=O)CC1)c1ccncc1 (configuration not stated)	0.2
91	C#CCn1c(COc2ccccc2C)nc2ccccc21	3.9
92	COc1ccc(CC2(CCC(=O)NCCc3ccccc3Cl)CCC(=O)N2)c2ccccc12 (configuration not stated)	18.4
93	COc1ccc(C(CC#N)C(C#N)c2cccc(F)c2)cc1OC (configuration not stated)	14.7
94	CCOC(=O)Oc1c(C(=O)CC)cc2c(C)cc(=O)oc2c1C	-3.6
95	CCOC(=O)c1ccc(-c2coc3cc(OC(=O)C4CCCN4C(=O)OC(C)(C)C)ccc3c2=O)o1 (configuration not stated)	-12.0
96	COc1cc(C(=O)Nc2nc(-c3ccc(C)cc3C)cs2)cc(OC)c1OC	4.8
97	CCCN(CCC)C(=O)C1CCCN(S(=O)(=O)c2ccc3c(c2)oc(=O)n3C)C1 (configuration not stated)	-5.8
98	Cc1ccc(/C=C2/SC(=O)N(CC(=O)Nc3ccccc3C)C2=O)s1	-8.0
99	CCCN(CCC)c1cc(C)nc2nc(-c3ccc(Cl)cc3)nn12	6.2
100	CCOc1ccccc1NC(=O)CN1C(=O)C(=O)c2ccccc21	-0.2

3 entries from above in a different format:
[97] CCCN(CCC)C(=O)C1CCCN(S(=O)(=O)c2ccc3c(c2)oc(=O)n3C)C1 (configuration not stated)
  ROC1-CUL1 inh: -5.8
[98] Cc1ccc(/C=C2/SC(=O)N(CC(=O)Nc3ccccc3C)C2=O)s1
  ROC1-CUL1 inh: -8.0
[99] CCCN(CCC)c1cc(C)nc2nc(-c3ccc(Cl)cc3)nn12
  ROC1-CUL1 inh: 6.2

As entered above:
#18 in ROC1-CUL1 inh → 0.8
#98 in ROC1-CUL1 inh → -8.0
#37 in ROC1-CUL1 inh → -5.7

The results go on:
No.	SMILES	ROC1-CUL1 inh
101	Cc1cc(C(=O)Nc2sc(C)c(-c3ccc(F)cc3)c2C(=O)OC(C)C)c(C)o1	-10.5
102	COc1ccc(NC(C)=O)cc1NC(=O)CN1CCN(c2ccc(F)cc2)CC1	-4.7
103	CCc1ccc(OCCSC2=NC(=O)C(C3CCCCC3)C(=O)N2)cc1 (configuration not stated)	2.1
104	CCCNC(=O)c1nnn(-c2cccc(Cl)c2)c1C	1.9
105	CCOC(=O)c1cc(=O)n2ccccc2n1	-1.7
106	COc1ccc(C(=O)NCCSc2c[nH]c3ccccc23)cc1OC	-12.6
107	OCCNCc1c(OCc2ccc(Cl)cc2Cl)ccc2ccccc12	12.2
108	CCC(=O)c1ccc(C2CCCCC2)cc1	-1.3
109	O=C(Nc1ccc(CN2CCOCC2)cc1)c1ccc(Cl)cc1Cl	5.3
110	O=C(NCc1ccc(Cl)cc1)C1CCN(S(=O)(=O)c2ccc3c(c2)CCCN3C(=O)C2CCC2)CC1	-9.4
111	C=C(C)CN(CC)Cc1cnc(S(=O)(=O)CCC(C)C)n1CCOC	7.4
112	C=C(C)Cn1c(SCC(N)=O)nc2sc3c(c2c1=O)CCCC3	0.5
113	Fc1ccc(-c2cc(-c3ccc(F)cc3)c3c(n2)-c2cc(F)ccc2OC3)cc1	-15.8
114	COc1cccc(OCc2cc(C(=O)NCC(C)c3ccccc3)no2)c1 (configuration not stated)	-8.5
115	CC(CCCc1ccccc1)NC(=O)c1nn(-c2ccc(Cl)cc2)nc1CO (configuration not stated)	0.1
116	Cc1cccc(CN2C(=O)N=C(Cc3cn(C)c4ccccc34)C2=O)c1	-0.3
117	O=C(CNC(=O)c1ccccc1Cl)NCC(=O)N/N=C\c1cccc([N+](=O)[O-])c1	-2.2
118	CCCCNc1nc(Oc2ccc(OCC(N)=O)nn2)nc(N2CCOCC2)n1	-3.8
119	COc1ccc(NC(=O)c2ccc3c(c2)N(Cc2cccc(Cl)c2)C(=O)c2ccccc2S3(=O)=O)cc1Cl	5.2
120	CC(C)Cc1ccc(-c2[nH]nc3c2C(c2cccs2)C(C#N)C(=N)O3)cc1 (configuration not stated)	-3.5
121	CCN1CCN(c2oc(-c3ccc(COc4ccc(OC)cc4)o3)nc2C#N)CC1	-2.6
122	COC(=O)c1c(-c2ccccc2)c(-c2ccccc2)nn(C)c1=O	-3.9
123	COc1cccc(C=C2C(=O)NC(=S)NC2=O)c1OS(=O)(=O)c1ccccc1	-2.0
124	Cc1cc(Oc2cc(-n3[nH]c(=O)c4ccccc4c3=O)nc(-c3ccccc3)n2)cc(C)c1Cl	7.3
125	CON(C)c1nc(NCC(C)C)nc(OCC#N)n1	-0.9

(next part)
No.	SMILES	ROC1-CUL1 inh
126	Cc1ccc2occ(CN3CCOc4ccc(C(O)CCc5ccccc5)cc4C3)c(=O)c2c1 (configuration not stated)	-4.7
127	Cc1cc(C)c(S(=O)(=O)NCC#N)c(C)c1	2.9
128	O=C(Nc1c(C(=O)N2CCCC2)cnn1-c1ccccc1)c1ccc(Br)cc1	4.5
129	CC(=O)c1cc(-c2ccc(F)cc2)n(CCC(=O)Nc2nc3ccc(C)cc3s2)c1C	10.3

Only part of the results is shown (hit frequency here may not be typical).
